SIRT5 inh – blocks human SIRT5 desuccinylation of peptide. Q9NXA8. 330,000 compounds, 1.1% hits. inhibition, % at 15 µM. Purified SirT5, succinyl-peptide AMC, trypsin-coupled fluorescence; in the data active = inhibition above about 15%
Target sequence (Q9NXA8 whole entry, looked up): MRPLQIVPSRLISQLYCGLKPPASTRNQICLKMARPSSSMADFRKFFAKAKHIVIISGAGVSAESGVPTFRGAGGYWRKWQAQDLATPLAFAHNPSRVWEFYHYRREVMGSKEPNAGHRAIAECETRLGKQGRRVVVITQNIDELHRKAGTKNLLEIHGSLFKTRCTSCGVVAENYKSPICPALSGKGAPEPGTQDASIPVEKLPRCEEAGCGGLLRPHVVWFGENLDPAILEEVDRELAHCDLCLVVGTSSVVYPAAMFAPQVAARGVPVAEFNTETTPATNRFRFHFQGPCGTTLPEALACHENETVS
Statin myotox sup – protects C2C12 myotubes from simvastatin toxicity; ATP luminescence, 48 h; scaled: DMSO 0, geranylgeraniol control 100; rescue of ATP level, % at 7.49 µM; 330,000 compounds, 0.78% hits;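 active = mean ATP rescue above about 67%, or every replicate alone reaching that limit, limit read from the data, passing the limit was not always enough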;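 also: myotubes were challenged with 10 µM simvastatin during compound exposure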
ERp5 inh – inhibitors of human ERp5 | ERp5 insulin aggregation, absorbance 650 nm, 90 min | 350,000 compounds, 0.05% hits | inhibition, % at 9.99 µM | Q15084 | AID 651711;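 active = mean replicate inhibition above about 25%, with every replicate also reaching it, limit read from the data, passing the limit was not always enough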
DENV2 CPE rescue – protects cells from dengue virus 2 cytopathic effect; DENV2-infected cells, cytopathic effect rescue, plate reader; CPE inhibition, % at 9.99 µM; 350,000 compounds, 1.7% hits; AID 651640; in the data active = CPE inhibition above about 20%, passing the limit was not always enough; tested in BHK-21 cells;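 also: 0% = median of neutral control wells and 100% = median of positive control wells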
PglD DTNB – blocks C. jejuni PglD acetyltransferase activity | purified PglD enzyme, DTNB colorimetric CoA detection | inhibition, % at 12.5 µM | 360,000 compounds, 0.098% hits; in the data active = inhibition above about 16%, passing the limit was not always enough; also: strong numbers were not always called active
S100A4 inh HTS – blocks human S100A4 binding to myosin IIA peptide | P26447 | S100A4/TAMRA-MyoIIA peptide fluorescence polarization | inhibition, % at 10.7 µM | 360,000 compounds, 0.14% hits;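 active = mean inhibition of at least 70% across replicates, with every replicate also reaching that level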
Target sequence (P26447 whole entry, looked up): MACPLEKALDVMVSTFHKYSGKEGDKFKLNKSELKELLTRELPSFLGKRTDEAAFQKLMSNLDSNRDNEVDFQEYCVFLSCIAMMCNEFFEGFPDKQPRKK
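Material: human S100A4 monomer with TAMRA-labelled myosin IIA peptide; buffer or medium: HEPES pH 7.2 with CaCl2, KCl, NaCl, DTT, Triton; compound dosing: one concentration per compound; schedule: 5 min incubation before reading; benchmarks: neutral control DMSO, positive control TFP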
E-sel inducer – induces E-selectin expression in human endothelial cells; activation, % at 7.58 µM; P16581; AID 686992; 260,000 compounds, 0.37% hits; HUVEC E-selectin immunofluorescence imaging; normalized: neutral wells 0, TNF-alpha wells 100;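 active = mean E-selectin-positive cell signal at least 10% of the positive control, reached in at least 60% of replicates, without over 20% cell loss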;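 also: in these data hits start at about 27%; measured in HUVEC primary endothelial cells; signal is the percent of cells scored E-selectin positive by PE staining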
Target sequence (P16581 whole entry, looked up): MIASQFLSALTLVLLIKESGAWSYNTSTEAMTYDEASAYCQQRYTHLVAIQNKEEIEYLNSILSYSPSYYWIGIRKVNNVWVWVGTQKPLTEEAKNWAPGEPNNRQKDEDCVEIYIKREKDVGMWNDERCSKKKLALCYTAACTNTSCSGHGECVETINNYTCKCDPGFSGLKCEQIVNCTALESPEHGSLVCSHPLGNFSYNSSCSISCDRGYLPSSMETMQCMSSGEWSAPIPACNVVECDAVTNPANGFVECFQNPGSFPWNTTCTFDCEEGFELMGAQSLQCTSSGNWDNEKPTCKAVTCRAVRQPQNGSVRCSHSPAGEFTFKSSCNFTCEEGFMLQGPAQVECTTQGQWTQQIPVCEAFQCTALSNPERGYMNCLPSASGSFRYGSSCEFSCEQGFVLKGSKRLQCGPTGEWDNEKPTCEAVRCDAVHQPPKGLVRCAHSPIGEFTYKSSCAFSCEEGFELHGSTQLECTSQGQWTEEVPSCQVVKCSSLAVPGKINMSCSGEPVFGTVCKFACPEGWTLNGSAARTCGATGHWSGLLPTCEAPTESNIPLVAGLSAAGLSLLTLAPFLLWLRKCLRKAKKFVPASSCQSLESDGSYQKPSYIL
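Test system: HUVEC; input: 3,000 HUVEC/well; measured by: immunofluorescence imaging; read-out: % PE-positive cells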
Active calls of the source: *; x = not tested or not shown; & = joins results of further samples. An excerpt; rates above refer to the full screens.

SMILES	SIRT5 inh	Statin myotox sup	ERp5 inh	DENV2 CPE rescue	PglD DTNB	S100A4 inh HTS	E-sel inducer
N#C[C@H]1[C@@H](c2ccc(C3=CCCCC3)cc2)[C@@H](CO)N1C(=O)NC1CCCCC1	3	6	-4	5	-2	-1	0.0
O=C(Nc1ccccc1F)N1CCCCN2[C@H](CO)[C@@H](c3ccc(C#Cc4ccccc4)cc3)[C@@H]2C1	6	x	-3	21*	6	-4	-0.1
CC1=C(C)CC(C(=O)NCCCN2CCCC2=O)C(C(=O)O)C1 (stereo not given)	1	0	13	2	-2	-3	1.5
Cc1ccc(S(=O)(=O)N(C)C[C@H]2Oc3ccc(NC(=O)Cn4cnnn4)cc3C(=O)N([C@@H](C)CO)C[C@H]2C)cc1	1	-2	6	-8	-4	3	-0.1
COc1ccc(NC(=O)Nc2ccc3c(c2)C(=O)N([C@H](C)CO)C[C@@H](C)[C@H](CN(C)C(=O)Nc2ccc(C(F)(F)F)cc2)OCCCC[C@@H](C)O3)cc1	1	x	0	15	-1	5	0.8
CC(C)CC(=O)N1CCN(c2ccc(NC(=O)c3ccco3)cc2)CC1	-5	1	-4	2	-2	1	0.0
COc1ccc(S(=O)(=O)N(C)C[C@@H]2Oc3ccc(NC(=O)Nc4ccc(F)cc4)cc3C(=O)N([C@H](C)CO)C[C@@H]2C)cc1	18*	-109	1	2	10	-16	-0.3
COc1ccc2c3c(n(C)c2c1)[C@@H](CO)N(C(=O)CN(C)C)CC31CCN(Cc2nccs2)CC1	3	x	0	11	x	3	0.2
CC1=CC(C)(C)N2C(=O)C3(NCCc4c3[nH]c3ccccc43)c3cccc1c32 (stereo not given)	-2	20	2	-2	-5	3	1.7
CCCc1c(C(=O)N/N=C/c2ccccc2OCc2ccc(F)cc2)nnn1-c1nonc1N	-2	-5	12	-3	-4	12	x
CCOC(=O)c1ccc(S(=O)(=O)N2CCN(c3ccccn3)CC2)cc1	-8	-2	3	1	7	-1	x
O=[N+]([O-])c1ccc2c(c1Nc1ccccc1Cl)=NC1(CCCCC1)N=2	-1	x	-4	-5	2	-3	0.0
CCCOc1ccccc1NC(=O)c1ccc([N+](=O)[O-])cc1	-3	x	2	-5	x	-3	x
COc1cccc(NC(=O)C[C@@H]2CC[C@@H]3[C@H](COc4ccc(NC(=O)C5CCCC5)cc4C(=O)N3C)O2)c1	0	x	2	4	x	-5	-0.2
COc1cc2c(cc1OC)CN(C1CCC(C(C)(C)C)CC1)CC2 (stereo not given)	-3	-1	10	7	4	4	0.1
COc1ccc(NC(=O)N(C)C[C@@H]2Oc3ccc(NC(=O)NC4CCCCC4)cc3CC(=O)N([C@H](C)CO)C[C@@H]2C)cc1	2	6	4	8	0	2	-3.0
N#Cc1ccc(-c2ccc(C3[C@@H]4CN(S(=O)(=O)c5ccccc5F)C[C@H]3N4)cc2)cc1 (stereo not given in full)	-1&-1	x	12&5	3&7	x	-33&12	0.3&0.1
CCOc1ccccc1N1CC(C(=O)Nc2cc(Cl)ccc2C)CC1=O (stereo not given)	2	-5	-1	10	3	3	x
CCc1ccc(NC(=S)NCc2ccccc2)cc1	-1	x	-2	-8	x	-1	x
Cc1ccccc1NC(=O)Cc1nc(COC(=O)c2cccc(O)c2)cs1	2	5	-14	-6	-4	-5	-0.4
CCc1noc(C)c1C(=O)N1CCN(S(=O)(=O)c2ccc(C(C)=O)cc2)CC1	-6	x	-7	2	x	-5	0.7
CCOc1ncccc1C(=O)OCc1ccc(C(=O)OC)cc1	-2	x	0	5	x	-2	0.8
CN(CC(=O)N1CCCCC1)S(=O)(=O)c1cccc2nsnc12	-3	-1	-4	6	3	0	0.0
CN1CCN(C(=S)NC(=O)c2cccc(S(=O)(=O)N(C)C)c2)CC1	3	3	-4	-3	-4	0	0.2
O=C(NCc1ccccn1)c1nc(Cn2ccc([N+](=O)[O-])n2)no1	2	5	4	-1	3	7	x

Only Statin myotox sup, E-sel inducer and SIRT5 inh, for some of the entries so far:
molecule,Statin myotox sup,E-sel inducer,SIRT5 inh
CN1CCN(C(=S)NC(=O)c2cccc(S(=O)(=O)N(C)C)c2)CC1,3,0.2,3
COc1ccc(NC(=O)Nc2ccc3c(c2)C(=O)N([C@H](C)CO)C[C@@H](C)[C@H](CN(C)C(=O)Nc2ccc(C(F)(F)F)cc2)OCCCC[C@@H](C)O3)cc1,x,0.8,1

(listing goes on)
SMILES	SIRT5 inh	Statin myotox sup	ERp5 inh	DENV2 CPE rescue	PglD DTNB	S100A4 inh HTS	E-sel inducer
C[C@H](CO)N1C[C@H](C)[C@@H](CN(C)C(=O)NC2CCCCC2)OCc2ccccc2-c2ccccc2C1=O	-4	-5	1	2	-4	-1	-0.2
Fc1ccccc1NC(=S)Nc1cccnc1	2	x	6	-1	x	-5	-0.1
C=CCNc1cccc2c1S(=O)(=O)N[C@@H](CC(C)C)CO2	-1	x	4	19	x	-3	0.1
O=C(CCC1CCN(C(=O)c2cc(C(F)(F)F)ccc2Cl)CC1)NC1CC1	-2	30	-3	-3	4	-1	1.3
CC(=O)NCCC(=O)Nc1nc(-c2ccc3c(c2)OCCO3)cs1	-2	x	-4	3	1	1	0.2
O=C(NCc1nc2ccccc2[nH]1)C1=C[C@@H](c2ccccc2)C[C@@H](OCCCCO)O1	-1&1	1	21&0	-1&-3	1	-2&1	-0.1
CO[C@@H]1CN(C)C(=O)c2ccc(NS(=O)(=O)c3cccc(C)c3)cc2OC[C@@H](C)N(Cc2cc(F)ccc2F)C[C@H]1C	x	41	5	11	2	4	-0.1
Cc1ccc(S(=O)(=O)N2CCN(C(=O)COC(=O)c3c(C)noc3C)CC2)c(C)c1	-1	3	3	-3	11	-2	-0.1
COc1ccc(Sc2cccc3c2S(=O)(=O)N([C@H](C)c2ccccc2)C[C@@H](COCc2ccccc2)O3)cc1OC	2	x	6	-9	x	-1	x
CCOC(=O)c1nsnc1NCCSC(=N)N	-6	-2	3	x	x	-3	1.2
C[C@H](CO)N1C[C@H](C)[C@@H](CN(C)C(=O)Nc2ccc(C(F)(F)F)cc2)Oc2ccc(NS(=O)(=O)c3ccccc3)cc2C1=O	11	-2	-6&-2	7&-14	-5	4&0	1.4&1.1
O=C(Cc1cccnc1)N[C@@H]1CC[C@H](CCn2cc(Cc3ccccc3)nn2)O[C@H]1CO	0	3	-4	0	0	-13	-0.4
CSc1cccc(NC(=O)CCc2ccccc2)c1	0	0	-3	-2	x	0	x
CC(C)(CNC(=O)c1cc(Cl)c(O)c(Cl)c1)N1CCCCC1	-1	-1	1	-1	1	-4	-0.1
C/C(CC(=O)Nc1cccnc1)=N\NC(=O)C(=O)NC(C)C	-1	x	5	-6	-6	0	0.1
Cc1ccc(S(=O)(=O)N(C)C[C@@H]2Oc3ccc(NC(=O)Cn4cnnn4)cc3CC(=O)N([C@H](C)CO)C[C@H]2C)cc1	0	3	-19	-9	3	-2	0.1
CCOc1ccccc1NC(=O)C1COc2ccccc2O1 (stereo not given)	-1	-4	1	-2	3	9	x
CNC[C@H]1Oc2ccc(NS(=O)(=O)c3ccc(F)cc3)cc2CC(=O)N([C@@H](C)CO)C[C@H]1C	5	-4	-4	4	5	-8	1.7
COC(=O)[C@H](CC(C)C)NC(=O)Cn1cnc(C(=O)Nc2ccc(C)c(C)c2)n1	-5	19	4	-2	3	6	0.0
CC/C(=N\NC(=O)c1c(C)nc2ccccn12)c1ccccc1	-1	-16	6	7	0	-6	0.2
COCC(=O)Nc1ccc2c(c1)C(=O)N(C)C[C@@H](OC)[C@@H](C)CN(C(=O)c1ccccn1)[C@@H](C)CO2	4	8	-2	7	-2	4	0.2
Cc1cccnc1	x	-9	-1	21*	3	-2	x
Cc1cc(C(=O)Nc2cccc3c2O[C@@H](CN(C)Cc2ccc(C(=O)O)cc2)[C@@H](C)CN([C@H](C)CO)C3=O)n(C)n1	-4	-3	1	50*	2	-6	-3.2
COc1ccccc1N1CCN(C2CCCN(C(=O)c3ccsc3)C2)CC1 (stereo not given)	-5	1	0	10	2	4	x
O=C(Nc1ccc2c(c1)OCO2)N[C@@H]1C=C[C@@H](CC(=O)N2CCN(c3ccccc3)CC2)O[C@H]1CO	-2	7	-6	0	1	-7	-0.6
(continued)
SMILES	SIRT5 inh	Statin myotox sup	ERp5 inh	DENV2 CPE rescue	PglD DTNB	S100A4 inh HTS	E-sel inducer
O=C(Nc1ccc(F)cc1)C(Cc1ccccc1)n1cccc1 (stereo not given)	-5	x	-1	5	x	-3	-0.5
CC(=O)N1N=C(c2ccccc2)OC1(C)CC(=O)Nc1ccccc1 (stereo not given)	-5	x	3	3	-4	-9	0.2
COc1ccccc1C(=O)Nc1c2c(nn1-c1ccc([N+](=O)[O-])cc1)CS(=O)(=O)C2	-2	-15	6	4	-5	-2	x
CC(C)NC(=O)N(C)C[C@@H]1Oc2ccc(NC(=O)C3CCCCC3)cc2CC(=O)N([C@@H](C)CO)C[C@H]1C	4	2	0	1	3	4	0.0
Nc1cc(=O)[nH]c(SCC(=O)Nc2cc(S(=O)(=O)N3CCCCCC3)ccc2Cl)n1	-4	1	-3	0	-4	-1	0.3
CC1(C(=O)NS(=O)(=O)C2CC2)CCN(C(=O)c2c(F)cccc2F)C1 (stereo not given)	x	12	2	9	5	-5	-0.5
COC(=O)C[C@@H]1CC[C@H]2[C@@H](COc3ccc(NC(=O)Nc4ccc(Cl)cc4)cc3C(=O)N2C)O1	x	-1	x	2	-1	x	0.3
COc1ccc(CCC(=O)NCCS(=O)(=O)N2CCN(c3ccc(F)cc3)CC2)cc1	-4	6	3	0	-5	-4	x
Cc1cc(C)cc(NC(=S)NCc2ccc3[nH]c4c(c3c2)CCCC4)c1	-3	x	-3	5	-1	-2	-0.2
CC(NC(=O)OC(C)(C)C)C(=O)NC(CCC(=O)OCc1ccccc1)C(N)=O (stereo not given)	-6	x	2	1	x	-23	x
O=C(NC[C@@H]1CC[C@@H]2[C@@H](CN2Cc2ccccc2F)O1)C1CC1	-2	x	-4	8	x	3	x
CC(C)n1nnnc1C1c2ccccc2C(=O)N1Cc1ccc(F)cc1 (stereo not given)	2	x	-5	-8	x	-5	-5.8
O=C1C2C3C=CC(CC3)C2C(=O)N1c1cccc(C(F)(F)F)c1 (stereo not given)	-3	-10	1	-6	-5	5	0.1
Cc1cc(C)n2ncc(C(=O)Nc3ccc(Cl)c(Cl)c3)c2n1	-4	-16	4	-6	x	-1	x
NS(=O)(=O)c1ccc(NC(=O)COC(=O)c2cc([N+](=O)[O-])ccc2Cl)cc1	-1	13	11	-3	2	1	-0.1
C=CCn1cc(/C=C2\SC(N3CCOCC3)=NC2=O)c2ccccc21	4	x	2	3	-10	4	x
CN(C)CCCn1c(N)c(C#N)c2nc3ccccc3nc21	-36	-6	1	1	-1	-58	x
O=C(COC(=O)c1cc[n+]([O-])cc1)Nc1ccc([N+](=O)[O-])cc1	-2	x	6	-9	x	-16	6.7
CN(Cc1ccccc1)C1=CC(=[N+]2CCCC2)CC(C)(C)C1	7	-107	1	-3	4	-2	x
C[C@@H]1CN([C@@H](C)CO)C(=O)c2cccc(NC(=O)NC3CCCCC3)c2O[C@H]1CN(C)S(=O)(=O)c1cn(C)cn1	0	25	1	2	-2	1	0.1
C[C@H]1CN([C@@H](C)CO)C(=O)Cc2cc(NS(=O)(=O)c3ccc(Cl)cc3)ccc2O[C@@H]1CN(C)Cc1ccc(Cl)c(Cl)c1	15*	49	-14	1	0	-7	0.4

Exported as comma-separated lines: part of the list above.
molecule,SIRT5 inh,Statin myotox sup,ERp5 inh,DENV2 CPE rescue,PglD DTNB,S100A4 inh HTS,E-sel inducer
C=CCn1cc(/C=C2\SC(N3CCOCC3)=NC2=O)c2ccccc21,4,x,2,3,-10,4,x
CN(C)CCCn1c(N)c(C#N)c2nc3ccccc3nc21,-36,-6,1,1,-1,-58,x
O=C(COC(=O)c1cc[n+]([O-])cc1)Nc1ccc([N+](=O)[O-])cc1,-2,x,6,-9,x,-16,6.7
CN(Cc1ccccc1)C1=CC(=[N+]2CCCC2)CC(C)(C)C1,7,-107,1,-3,4,-2,x
C[C@@H]1CN([C@@H](C)CO)C(=O)c2cccc(NC(=O)NC3CCCCC3)c2O[C@H]1CN(C)S(=O)(=O)c1cn(C)cn1,0,25,1,2,-2,1,0.1
C[C@H]1CN([C@@H](C)CO)C(=O)Cc2cc(NS(=O)(=O)c3ccc(Cl)cc3)ccc2O[C@@H]1CN(C)Cc1ccc(Cl)c(Cl)c1,15*,49,-14,1,0,-7,0.4

Screens: PubChem, Broad Institute
